D3 ag – activates the human D3 dopamine receptor; P35462; D3R DiscoveRx beta-arrestin cells, luminescence, 90 min; max activation, %; 0.58% of 410,000 active; AID 652048; in the data active = max activation above about 30%; note: 0% is about no effect; mostly tested at two doses, the higher about 12 µM
Target sequence (P35462 whole entry, looked up): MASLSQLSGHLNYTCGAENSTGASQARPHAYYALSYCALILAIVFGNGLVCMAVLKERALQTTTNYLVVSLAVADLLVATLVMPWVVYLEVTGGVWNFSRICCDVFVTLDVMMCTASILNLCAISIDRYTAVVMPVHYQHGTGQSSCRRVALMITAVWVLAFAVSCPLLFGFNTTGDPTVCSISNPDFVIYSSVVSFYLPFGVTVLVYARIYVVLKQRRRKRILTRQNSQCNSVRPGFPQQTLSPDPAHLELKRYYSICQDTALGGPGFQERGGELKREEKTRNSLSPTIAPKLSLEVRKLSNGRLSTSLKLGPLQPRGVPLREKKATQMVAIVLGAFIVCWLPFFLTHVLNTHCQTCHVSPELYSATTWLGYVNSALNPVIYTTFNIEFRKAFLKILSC
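Cells at 1500/well, incubated overnight, then treated with pinned compounds (dopamine as control) for 90 min at 37 degrees C. DiscoveRx reagent added for 30 - 60 minutes at room temperature; luminescence read.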
KB-3-1 tox – kills parental KB-3-1 adenocarcinoma cells. 1.4% of 400,000 active. KB-3-1 viability, CellTiter-Glo ATP luminescence, 72 h. Potency, µM (series often up to 46.1 µM), without a hit: at the highest dose activity change, negative = cytotoxic, actives largely listed as cytotoxic; note: potency is the fitted concentration of half-maximal effect; % is set by controls: 0 for no effect and ±100 for the full control effect; nearly all actives have a fitted effect of over 60% in size
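Parental KB-3-1 adenocarcinoma cells in phenol-red-free DMEM with 10% FBS were pin-treated with compounds at several concentrations, incubated 72 h at 37 °C, and viability read by CellTiter-Glo luminescence; concentration-effect curves were fitted after normalization.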
KB-V1 MDR tox – kills drug-selected multidrug resistant KB-V1 cells | KB-V1 MDR cells viability, CellTiter-Glo, 72 h | AID 1347076 | 3.4% of 400,000 active | Potency, µM (series often up to 46.1 µM), inactives show top-dose activity change, negative = cytotoxicity, actives largely listed as cytotoxic; note: potency is the fitted concentration of half-maximal effect; % is set by controls: 0 for no effect and ±100 for the full control effect; nearly all actives have a fitted effect of over 60% in size
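Potencies derive from concentration-effect curves fitted to normalized luminescence (CellTiter-Glo) of KB-V1 cells treated for 72 h at 37 degrees C in phenol-red-free DMEM containing 10% FBS.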
GLP-1R agonist – agonists of human GLP-1 receptor. P43220. HEK293 GLP-1R CRE-luciferase, luminescence, 4-6 h; cells express a hypersensitive GLP-1R form. Potency, µM (titrated, usually from 45.6 µM), without a hit: at the highest dose activation, most hits filed as activators. 0.007% of 380,000 active. AID 624172; note: potency is the fitted concentration of half-maximal effect; % of control where 0% means no effect
Target sequence (P43220 whole entry, looked up): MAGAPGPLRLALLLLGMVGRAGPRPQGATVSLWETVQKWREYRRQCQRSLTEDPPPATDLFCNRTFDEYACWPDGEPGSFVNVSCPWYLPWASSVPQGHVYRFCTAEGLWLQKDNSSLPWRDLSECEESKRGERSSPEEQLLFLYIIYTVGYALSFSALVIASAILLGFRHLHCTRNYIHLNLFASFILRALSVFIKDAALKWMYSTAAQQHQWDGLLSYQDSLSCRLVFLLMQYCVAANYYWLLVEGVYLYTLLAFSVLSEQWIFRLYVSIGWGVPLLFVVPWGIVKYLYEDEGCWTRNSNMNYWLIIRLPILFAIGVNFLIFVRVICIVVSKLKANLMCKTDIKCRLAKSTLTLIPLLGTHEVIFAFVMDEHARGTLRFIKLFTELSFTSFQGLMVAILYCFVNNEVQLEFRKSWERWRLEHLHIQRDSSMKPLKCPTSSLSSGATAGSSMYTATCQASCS
HT1080NT lethal – kills 2HG-producing HT-1080-NT fibrosarcoma cells; HT-1080-NT fibrosarcoma viability, CellTiter-Glo ATP luminescence, 48 h; 1.6% of 360,000 active; Potency, µM (titrated, usually from 46.1 µM), for inactives: at the top dose activity, negative = less viability, most hits filed as cytotoxic;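 note: NT is the 2HG producing partner of a matched IDH1 knockdown line; potency is the fitted concentration of half-maximal effect; 0% = DMSO-treated cells and -100% = media-only wells without cells; nearly all actives have a fitted effect of over 55% in size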
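Toxicity toward the 2HG-producing NT line was scored as %Activity, normalised to DMSO and no-cell wells, from CellTiter-Glo luminescence after 48 hours' treatment.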
IL1B secr inh – blocks inflammasome-driven IL-1 beta release | activity change, % at 57.5 µM | THP-1 LPS/ATP IL-1B secretion, AlphaLISA, 16 h; active compounds read low | 4.7% of 360,000 active | AID 743279; in the data active = activity change below about -50%; inconclusive = mostly about -30% to -49%; note: % is set by controls: 0 for no effect and ±100 for the full control effect
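THP-1 cells pretreated 1 hr with compounds (up to 57.5 uM final), then stimulated with LPS (250 ng/mL final) plus ATP (1.25 mM final); secreted IL-1B measured by AlphaLISA after 16 hr, decreased signal indicating inhibition.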
D3 antag – D3 dopamine receptor (human) antagonism | D3R cells, DiscoveRx beta-arrestin luminescence, antagonist mode; active compounds read low | AID 652054 | max response, negative = inhibition, % | P35462 | 2.5% of 360,000 active; in the data active = max response below about -50%; inconclusive = no clear call, values can overlap the other calls; note: % is set by controls: 0 for no effect and ±100 for the full control effect; mostly tested at two doses, the higher about 12 µM
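Cells expressing the human receptor were seeded at 1500 cells/well, incubated overnight at 37 degrees C in 5% CO2, then exposed to library compounds with dopamine controls for 90 minutes at 37 degrees C before luminescent detection.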
HT1080 IDH1KD tx – toxicity to HT-1080 IDH1 knockdown cells (counter line); HT-1080 IDH1 knockdown viability, ATP luminescence, 48 h; Potency, µM (series often up to 46.1 µM), for inactives: at the highest dose activity, negative = toxicity, usual class: cytotoxic; 2% of 360,000 active; AID 686971;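 note: potency is the fitted concentration of half-maximal effect; 0% = DMSO wells and -100% = cell-free medium wells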
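After a 2 h attachment period, IDH1KD HT-1080 cells took pin-transferred compound for 48 h at 37 °C; ATP-based luminescence after 10 min room-temperature reagent incubation reported viability.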
SW480 rereplic – induces DNA re-replication in SW480 colon adenocarcinoma cells | SW480 DNA re-replication, Hoechst DNA content imaging, 48 h | Potency, µM (series often up to 46.1 µM), inactives show at the top dose re-replication activation, most hits filed as activators | 1.8% of 340,000 active; note: potency is the fitted concentration of half-maximal effect; % of control where 0% means no effect; nearly all actives have a fitted effect of over 55% in size
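Readout is total intensity of Hoechst-stained nuclei, excited at 405 nm and collected at 500-530 nm. Compound treatment lasted 48 hr at 37 C in 5% CO2 before staining.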
The depositor's hits bear a star; ? = inconclusive; . = no result given; & = joins results of further samples; [ ] = dose if it differs, or a comment. Unless noted, calls come from the whole dose curve; as a rule, active = well fitted curve in the direction sought with a large enough effect; inconclusive = small, poorly fitted or top-dose-only effect, or another doubt; inactive = no such curve, though single readings can be large; an effect the other way counts as inactive or inconclusive.

SMILES	D3 ag	KB-3-1 tox	KB-V1 MDR tox	GLP-1R agonist	HT1080NT lethal	IL1B secr inh	D3 antag	HT1080 IDH1KD tx	SW480 rereplic
CC(C)C(c1nnnn1C1CCCCC1)N1CCN(c2ncccn2)CC1 (stereo not drawn)	-9	5%	-2%	13%	7%	0	1	0%	-2%
O=C(O/N=C(\c1ccccc1)c1ccncc1)c1ccccc1Cl	0	-3%	14%	-4%	?	0	17	6%	-8%
CCN1CCN(c2ccc(S(=O)(=O)N3CCCCC3)cc2NC(=O)c2ccc(C)c(C)c2)CC1	0	1%	-20%	9%	-28%	-10	-6	-21%	1%
Cc1ccccc1NC(=O)C1c2ccccc2Oc2ccccc21	-3	0%	8%	5%	7%	8	1	4%	-2%
O=C(NNc1ccc(O)cc1)c1ccc(Br)cc1	-6	4%	0%	-2%	?	31	-5	4.1µM*	-40%[inhibitor]
O=C1CCCc2ccccc2N1Cc1ccccc1Cl	-8	-5%	-7%	53%	-7%	-8	-21	-8%	-5%
CN(C)S(=O)(=O)c1ccc(NC(=O)c2ccncc2)cc1	7	-1%	26%	9%	15%	9	7	12%	-10%
CCc1ccc(NS(=O)(=O)c2cccc3nonc23)cc1	2	-1%	-19%	7%	-12%	0	-4	5%	-4%
O=C(c1cccs1)c1c[nH]cc1-c1ccccc1	4	10%	24%	6%	-2%	-57*	-18	-4%	-32%
COC(=O)c1ccc(NC(=O)COc2ccccc2OC)cc1	-7	20%	-4%	-5%	?	-10	47	17%	-4%[9.22 µM]
Cc1ccc(-n2nc3c(c2NC(=O)C(C)C)CS(=O)(=O)C3)cc1	4	-1%	-3%	-4%	2%	19	-3	4%	-48%[inhibitor]
CCN(CC)CCNC(=O)c1ccc(NC(=O)C2CC(=O)N(c3ccc4c(c3)OCCO4)C2)cc1 (stereo not drawn)	0	0%	0%	7%	-4%	-7	0	0%	?
CCOC(=O)c1c(C)[nH]c(C)c1S(=O)(=O)NC1CCN(C(=O)OCC)CC1	4	13%	?	5%	3%	-11	0	5%	-4%
O=C(CSc1nnc(-c2cccs2)o1)OCc1ccccc1	6	11%	2%	-14%	2%	11	13	11%	-7%
O=C(CCC1CCCCC1)NCc1ccccn1	7	-1%	-8%	5%	4%	2	3	4%	2%
COc1cccc(C(=O)Nc2ccc3nc(N4CCOCC4)cc(C)c3c2)c1	-1	-31%	-12%	4%	-2%	22	33	1%	1%
C/C(=N\OCc1ccc(C#N)cc1)c1ccccc1	-9	-9%	-3%	-7%	-2%	?	-7	1%	-60%[inhibitor]
CCOC(=O)Cc1c(C)nc2c(-c3ccc(OC)cc3)c(C)nn2c1C	-3	-2%	?	10%	?	-1	-16	?	7%
CC(C)NC(=O)c1ccccc1N(Cc1ccccc1)S(C)(=O)=O	6	-3%	-9%	1%	1%	-13	8	-1%	-9%
COC(=O)c1ccc(NC(=O)CN(C)S(=O)(=O)c2ccc3c(c2)CCCC(=O)N3)cc1	1	-18%	-8%	-8%	.	.	.	.	.
CS(=O)(=O)c1ccc2sc(NC(=O)c3cc4ccccc4o3)nc2c1	-2	-6%	3%	1%	-2%	-1	2	-11%	-2%
CN(Cc1ccccc1)Cc1nc2c(c(=O)n(C)c(=O)n2C)n1Cc1ccc(F)cc1	-3	-20%	9.2µM*	2%	0%	40	0	1%	4%
Cc1ccc(-c2nnnn2C2C/C(=N\NC(N)=S)C3OCC2O3)cc1 (stereo not drawn)	10	-7%	0%	3%	1%	9	30	2%	-39%[inhibitor][1.84 µM]
CCn1ncc(/C=N/N=C2\CCC3C4CCc5cc(O)ccc5C4CCC23C)c1C (stereo not drawn)	34*	?	-23%	-6%	-22%	-4	88	1%[9.24 µM]	-7%

Quoted at random: four compounds from above.
SMILES	D3 ag	KB-3-1 tox	KB-V1 MDR tox	GLP-1R agonist	HT1080NT lethal	IL1B secr inh	D3 antag	HT1080 IDH1KD tx	SW480 rereplic
CCOC(=O)c1c(C)[nH]c(C)c1S(=O)(=O)NC1CCN(C(=O)OCC)CC1	4	13%	?	5%	3%	-11	0	5%	-4%
C/C(=N\OCc1ccc(C#N)cc1)c1ccccc1	-9	-9%	-3%	-7%	-2%	?	-7	1%	-60%[inhibitor]
COC(=O)c1ccc(NC(=O)CN(C)S(=O)(=O)c2ccc3c(c2)CCCC(=O)N3)cc1	1	-18%	-8%	-8%	.	.	.	.	.
CN(Cc1ccccc1)Cc1nc2c(c(=O)n(C)c(=O)n2C)n1Cc1ccc(F)cc1	-3	-20%	9.2µM*	2%	0%	40	0	1%	4%

Continued.
SMILES	D3 ag	KB-3-1 tox	KB-V1 MDR tox	GLP-1R agonist	HT1080NT lethal	IL1B secr inh	D3 antag	HT1080 IDH1KD tx	SW480 rereplic
O=C(N/N=C/c1cccc([N+](=O)[O-])c1O)C(O)(c1ccccc1)c1ccccc1	-23	-16%	0%	-7%	-23%	38	-71*	?	?
CCN(Cc1ccccc1)C(=O)Cn1c(=O)n(CCC(=O)N2CCCCC2)c(=O)c2sccc21	1	13%	-3%	-3%	-1%	-10	12	11%	?
O=C(O)c1ccc(NC(=O)c2ccc(COc3ccccc3)o2)cc1	17	5%	?	-3%	?	36	25	?	7%
COc1ccc(S(=O)(=O)NC2CCSc3ccccc32)cc1OC (stereo not drawn)	2	-4%	-6%	12%	1%	24	-3	-8%	-4%
O=C(CCl)N(c1ccccc1)C1CCS(=O)(=O)C1 (stereo not drawn)	13	-17%	?	-29%	?	-89*	8	18µM*	16µM*
COc1cc(C2C(C#N)=C(N)Oc3c2ccc2ccccc32)ccc1OCC(=O)Nc1ccc(C)cc1 (stereo not drawn)	2	?	?	5%	-16%	-7	-2	-17%	9%
O=C(c1cc(-c2ccco2)on1)N1CCOCC1	5	-2%	-11%	1%	16%	-19	17	3%	7%
COc1cccc(C=Nc2cc(C)on2)c1O	4	5%	2%	-1%	-3%	5	-22	-5%	-2%
CC(C)(C)c1ccc(C(=O)NCC(=O)OCc2ccc([N+](=O)[O-])cc2)cc1	-6	-1%	30%	30%	9%	4	-26	14%	-7%
Cc1ccc(CN2CCC(CNC(=O)Nc3ccccc3F)CC2)cc1	-13&-23	10%&-10%	9%&-11%	6%	-13%	-53*	-24	-10%	-13%
CC(C)NC(=O)CN1CCN(C(=O)CCl)CC1	22	13%	2%	-2%	14%	-7	1	23%	1%
CCOc1ccc(S(=O)(=O)Nc2nc3ccccc3nc2Nc2ccc(N3CCOCC3)cc2)cc1	-2	-15%	-21%	-4%	-24%	-3	4	-22%	11%

Full records from above. Order of values: D3 ag, KB-3-1 tox, KB-V1 MDR tox, GLP-1R agonist, HT1080NT lethal, IL1B secr inh, D3 antag, HT1080 IDH1KD tx, SW480 rereplic
Entry for CCN(Cc1ccccc1)C(=O)Cn1c(=O)n(CCC(=O)N2CCCCC2)c(=O)c2sccc21 = 1, 13%, -3%, -3%, -1%, -10, 12, 11%, ?
Entry for CC(C)NC(=O)CN1CCN(C(=O)CCl)CC1 = 22, 13%, 2%, -2%, 14%, -7, 1, 23%, 1%
Entry for O=C(N/N=C/c1cccc([N+](=O)[O-])c1O)C(O)(c1ccccc1)c1ccccc1 = -23, -16%, 0%, -7%, -23%, 38, -71*, ?, ?
Entry for COc1cc(C2C(C#N)=C(N)Oc3c2ccc2ccccc32)ccc1OCC(=O)Nc1ccc(C)cc1 (stereo not drawn) = 2, ?, ?, 5%, -16%, -7, -2, -17%, 9%
Entry for COc1cccc(C=Nc2cc(C)on2)c1O = 4, 5%, 2%, -1%, -3%, 5, -22, -5%, -2%

Additional results.
SMILES	D3 ag	KB-3-1 tox	KB-V1 MDR tox	GLP-1R agonist	HT1080NT lethal	IL1B secr inh	D3 antag	HT1080 IDH1KD tx	SW480 rereplic
CCOC(=O)Cc1c(C)nc2c(-c3ccccc3)c[nH]n2c1=O	-3	?	-6%	-10%	-14%	-16	-7	-1%	-4%
C=CCNc1ncnc2c1ncn2[C@H]1CN(Cc2ccc(F)cc2)C[C@@H](CO)O1	2	0%	0%	-3%	?	19	6	1%	.
COc1ccc(OC)c(NC(=O)CN(Cc2ccccc2)S(C)(=O)=O)c1	0	3%	-5%	1%	-10%	-1	-15	-8%	-31%[inhibitor]
CCOCCOC(=O)C(C)Oc1ccc(Oc2nc(Cl)ccc2Cl)cc1 (stereo not drawn)	-5	4%	?	-4%	1%	0	1	-3%	4%
CC(C)OCCCNC(=O)NC(=O)c1ccc(Cl)cc1	5	-4%	?	0%	2%	14	7	7%	1%
COc1ccc(N2CCN(CCNS(=O)(=O)c3ccc(C)cc3)CC2)cc1	-15	6%	-20%	9%	-4%	6	?	-2%	-8%
COC(=O)c1cc(NC(=O)C2COc3ccccc3O2)ccc1Cl (stereo not drawn)	11	?	?	-8%	7%	-16	17	-8%	-5%
Cc1ccc(OCCCN2CCCC2)c(C)c1	-10	6%	0%	-6%	4%	23	-52*	14%	-5%
COC(=O)Nc1nnc(-c2ccccc2Cl)s1	-9	-12%	?	10%	-9%	-10	?	3%[9.24 µM]	-1%
CC(C)(C)C(=O)Nc1ccc(-c2nc3ccccc3c(=O)o2)cc1	2	-7%	-14%	-1%	8%	-9	-4	0%	9%
CC1CCc2c(sc(NC(=O)c3cccn3C)c2C(N)=O)C1 (stereo not drawn)	-1	3%	1%	14%	-2%	-6	1	-1%	?
O=C(CN1CCN(c2ccc(Cl)cc2)CC1)Nc1ccc(F)cc1	-20	?	21µM*	0%	-13%	-8	?	-21%	-1%
COc1ccc(-c2cc(C(=O)N3CC(C)CC(C)C3)c3ccccc3n2)cc1OC (stereo not drawn)	5	-25%	-16%	31%	0%	-14	26	-1%	16%
OCCNC1=NCCN1	7	26%	-9%	-15%	16%	13	-8	13%	-5%
Nc1nc2c(Cl)cc(Cl)cc2s1	-12	-5%	?	8%	-28%	-18	-3	-9%	0%
CCOC(=O)c1c(N)sc(N)c1C(=O)OCC	-1	0%	1%	-2%	5%	-71*	1	-3%	9%

Screening data (PubChem BioAssay)
